Source: PubChem (The Scripps Research Institute Molecular Screening Center)
TDP2 inh = blocks human TDP2 phosphodiesterase activity; O95551; recombinant TDP2, T5PNP hydrolysis, p-nitrophenol absorbance 415 nm; inhibition, % at 12.8 µM; 370,000 compounds, 0.34% hits; AID 720702;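 active = inhibition above the mean of all tested compounds plus 3 SD, set per campaign, cut at about 25% in these data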;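 also: 0% = DMSO with enzyme and 100% = buffer with substrate but no TDP2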
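Assay system: recombinant human TDP2 / Reagent: T5PNP substrate at 5 mM, a TopII-DNA adduct mimic / Measured by: epi absorbance from released p-nitrophenol / Evaluation: % inhibition relative to enzyme-containing and enzyme-free wells / Control set: enzyme-free and DMSO wells / Replicates: each compound tested once, singlicate / Schedule: enzyme reaction with compound for 2 h at 37 °C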
Tn7 DDE FP = disrupts Tn7 cyclic peptide binding to fibrin D-Dimer-E complex | P02675 | FP displacement of FITC-Tn7 peptide from fibrin DD(E); 0% = median of compound wells per plate | inhibition, % at 8.3 µM | 370,000 compounds, 0.13% hits;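 active = inhibition above the mean of compounds falling within the control limits plus 3 SD of them, cut at about 14% in these data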;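 also: 0% = plate median of compound wells and 100% = 10 µM Aha-Tn7 peptide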
Target sequence (P02675 whole entry, looked up): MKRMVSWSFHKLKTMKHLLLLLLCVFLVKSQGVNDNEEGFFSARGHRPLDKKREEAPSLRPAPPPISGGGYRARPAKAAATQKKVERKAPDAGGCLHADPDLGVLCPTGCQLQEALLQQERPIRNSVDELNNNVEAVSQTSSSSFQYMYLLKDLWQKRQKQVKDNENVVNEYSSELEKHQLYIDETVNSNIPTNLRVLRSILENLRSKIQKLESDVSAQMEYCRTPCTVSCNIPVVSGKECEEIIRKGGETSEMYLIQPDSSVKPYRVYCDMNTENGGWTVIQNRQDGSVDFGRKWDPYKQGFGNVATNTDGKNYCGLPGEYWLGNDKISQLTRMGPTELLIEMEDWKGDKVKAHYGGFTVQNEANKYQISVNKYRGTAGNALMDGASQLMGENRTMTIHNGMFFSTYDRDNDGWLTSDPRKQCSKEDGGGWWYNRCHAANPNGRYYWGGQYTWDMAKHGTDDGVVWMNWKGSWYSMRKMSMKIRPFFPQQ
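Test system: human clot-derived fibrin DD(E) complex / Quantity: 2 µM final DD(E) protein / Incubation: 10 min plus 3 h, room temperature / Measured by: fluorescence polarization / Benchmarks: high control of 10 µM Aha-Tn7 peptide / Replicates: singlicate testing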
PLCg1 inh = inhibitors of human phospholipase C gamma1. purified PLC-gamma1, fluorogenic substrate, fluorescence. inhibition, % at 12.2 µM. 370,000 compounds, 0.84% hits. P19174; in the data active = inhibition above about 9.5%
ASAP1 GAP inh = inhibitors of human ASAP1 ArfGAP activity; Q9ULH1; ASAP1-stimulated ARF1 GTP hydrolysis, GDP FP detection; inhibition, % at 16.5 µM; 360,000 compounds, 0.19% hits; in the data active = inhibition above about 25%;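 also: 0% = vehicle with enzyme and substrate and 100% = no enzyme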
ARFGAP1 inhibitor = rat ARFGAP1 inhibition; 360,000 compounds, 0.26% hits; Arfgap1-stimulated ARF1 GTP hydrolysis, GDP FP detection; inhibition, % at 16.5 µM; Q62848; AID 651572;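 active = inhibition above a per-plate limit, mean inhibition of low control wells plus 3 SD, cut at about 25% in these data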;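 also: 0% = DMSO wells with enzyme and 100% = wells lacking Arfgap1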
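material = rat Arfgap1 catalytic domain, aa 1-136 | also added = human ARF1(Δ1-17)-GTP substrate | compound dosing = one concentration, 16.5 µM, DMSO 1.26% | times = GTP hydrolysis reaction 2 h at 25 °C | measured by = FP, GDP Alexa 633 tracer displaced from anti-GDP antibody, 620/688 nm | evaluation = percent inhibition of Arfgap1-stimulated GTP hydrolysis | replication = single well per compound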
DDE Tn6 FP inh = DD(E)-Tn6 binding inhibition, primary FP screen; Fibrin DD(E) TRITC-Tn6 fluorescence polarization displacement; inhibition, % at 8.3 µM; 370,000 compounds, 0.21% hits; AID 720509;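 active = inhibition above a per-campaign cutoff: mean of compounds within control limits plus 3 SD, cut at about 15% in these data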;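 also: 0% = median of all compound wells on the plate and 100% = blocking peptide control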
ADAM17 inh = ADAM17 inhibition, QFRET primary screen; P78536; recombinant ADAM17, EDANS/DABCYL FRET peptide cleavage; inhibition, % at 6.95 µM; 370,000 compounds, 0.83% hits;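 active = inhibition above the mean of compounds lying between control limits plus 3 SD, set per campaign, cut at about 8.5% in these data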;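 also: 0% = DMSO-only wells as the low control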
ADAM10 inh = inhibitors of human ADAM10 | O14672 | recombinant ADAM10, EDANS/DABCYL FRET peptide cleavage, 3 h | inhibition, % at 7 µM | 370,000 compounds, 0.62% hits;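 active = inhibition above a per-campaign cutoff equal to the mean of compounds falling between control-based bounds plus 3 SD, cut at about 20% in these data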;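 also: 0% = DMSO wells while the 100% control is not disclosed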
Target sequence (O14672 214-748 limits assumed): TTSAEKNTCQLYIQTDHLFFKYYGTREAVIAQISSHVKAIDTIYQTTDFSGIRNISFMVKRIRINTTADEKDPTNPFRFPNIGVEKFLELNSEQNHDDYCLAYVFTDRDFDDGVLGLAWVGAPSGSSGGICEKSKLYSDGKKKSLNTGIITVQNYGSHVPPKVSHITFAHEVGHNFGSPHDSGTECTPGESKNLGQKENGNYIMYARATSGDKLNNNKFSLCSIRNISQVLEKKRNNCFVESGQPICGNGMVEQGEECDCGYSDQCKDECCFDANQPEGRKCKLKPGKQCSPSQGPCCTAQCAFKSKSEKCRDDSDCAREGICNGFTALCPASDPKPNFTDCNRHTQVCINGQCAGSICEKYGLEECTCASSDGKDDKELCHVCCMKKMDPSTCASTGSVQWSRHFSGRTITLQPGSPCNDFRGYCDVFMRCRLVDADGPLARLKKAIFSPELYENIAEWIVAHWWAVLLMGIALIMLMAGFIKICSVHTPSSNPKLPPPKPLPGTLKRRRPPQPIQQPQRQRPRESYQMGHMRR
SIAE primary = inhibitors of human sialic acid acetylesterase SIAE. 370,000 compounds, 0.69% hits. SIAE FP-Rh probe binding, fluorescence polarization. inhibition, % at 9.66 µM;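 active = inhibition above a cutoff: mean of compounds within the control limits plus 3 SD of those, cut at about 17% in these data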;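 also: 0% = plate median of compound wells and 100% = probe without SIAE protein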
PLCb3 inh = PLC-beta3 (human) inhibition, primary screen; Q01970; Purified PLC-beta3, fluorogenic substrate, fluorescence; inhibition, % at 12.2 µM; 370,000 compounds, 0.18% hits; AID 720704; in the data active = inhibition above about 11%;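 also: 0% = median of compound wells on plate and 100% = full blocker control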
Numbers without * were called inactive. Hits appear at their usual frequency; overall some 3.6% were active at least once.

TDP2 inh	Tn7 DDE FP	PLCg1 inh	ASAP1 GAP inh	ARFGAP1 inhibitor	DDE Tn6 FP inh	ADAM17 inh	ADAM10 inh	SIAE primary	PLCb3 inh	molecule
3	-8	1	3	-3	0	-2	2	-2	1	Cc1cc(C)n(C(CC(=O)O)C(=O)O)n1 (stereo not drawn)
16	0	4	-3	7	4	-1	6	-4	-5	COc1ccc(S(=O)(=O)NC(Cc2ccccc2)C(=O)O)cc1 (stereo not drawn)
15	3	-2	9	2	5	-5	4	2	-5	O=C(O)c1ccccc1C(=O)OCCCCOC(=O)c1ccccc1C(=O)O
4	10	3	-13	2	5	2	4	-4	-2	Cc1ccc(OCC(=O)NCC2CCCO2)c(C)c1 (stereo not drawn)
1	2	-3	-5	4	7	-4	-2	-4	1	CC(=O)Nc1ccc(NC(=O)c2ccccc2S(=O)(=O)c2ccccc2[N+](=O)[O-])cc1
-12	-3	8	8	-1	-7	4	6	-10	4	O=C(CSCCO)Nc1ccc(C2CCCCC2)cc1
-3	5	2	0	1	-7	-5	-1	-5	-11	Cc1ccc(OC(=O)C(C)c2cccc(C(=O)c3ccccc3)c2)cc1 (stereo not drawn)
5	-4	3	7	-1	-5	0	7	5	-13	CSc1ccc(C(O)c2ncc(-c3cccc(F)c3)[nH]2)cc1 (stereo not drawn)
-4	-4	3	8	7	-4	4	-7	-1	1	O=C(NCc1cccs1)C(=O)NCC1OCCCN1S(=O)(=O)c1ccc(F)cc1 (stereo not drawn)
-4	11	5	-4	-2	0	-4	-9	-4	1	CCCCc1ccc(NC(=O)CSc2nc(=O)n(CCN3CCOCC3)c3c2CCC3)cc1
1	6	-5	3	6	-1	1	0	-2	-2	COc1ccc(C)cc1-n1nnnc1SCc1nc2ccccc2s1
10	0	1	-7	7	1	0	2	3	-2	O=C(CCl)N1CCN2C(=O)c3ccccc3C12c1ccc(Cl)cc1 (stereo not drawn)
10	-4	4	2	0	0	1	-8	-3	1	Cc1ccc(CNC(=O)c2ccc(NC3=NC4CS(=O)(=O)CC4S3)cc2)cc1 (stereo not drawn)
4	-2	2	14	1	3	-1	5	3	1	CN(C)C(CNC(=O)/C=C/c1cccc(Cl)c1)c1ccccc1 (stereo not drawn)
-16	-6	8	8	-4	4	1	3	-3	5	COc1ccc(CCNC(=O)c2ccc(NC(=O)CC3SC(N4CCCC4)=NC3=O)cc2)cc1OC (stereo not drawn)
-8	3	-17	6	7	-9	-13	-35	-16	-25	COc1ccc(-c2ccc(C(=O)NCc3ccccc3)c3occc23)c(C)c1
16	-4	5	11	1	4	-2	1	-2	-5	Cc1cc(C)cc(NC(=O)C2CCCN2S(=O)(=O)c2cccc3cccnc23)c1 (stereo not drawn)
4	6	-31	-20	0	-9	-2	-6	-38	-32	Cc1ccc(-n2cccc2/C=C2/C(=N)N3C(=NC2=O)SN=C3S(C)(=O)=O)cc1
-9	5	2	-3	5	-2	-4	-5	-5	-4	NS(=O)(=O)c1ccc(O)c(NC(=O)c2ccc([N+](=O)[O-])cc2)c1
-12	-4	7	-4	8	-1	7	30*	0	-2	CCOc1ccc(NCc2nc3ccccc3n2CCOc2ccccc2)cc1
-5	-4	2	-3	5	-5	-2	5	0	0	CCCCN(CC)S(=O)(=O)N1CCC(C(=O)NCc2ccc(F)cc2)CC1
-1	4	3	3	7	0	-3	-2	4	7	O=c1c2ccccc2c2ccccc2c(=O)n1Cc1cccnc1
1	2	-3	9	2	2	-4	-6	-15	-9	NC(=O)c1ccc(NC(=O)CCc2nc3sc4c(c3c(=O)[nH]2)CCCC4)cc1
13	-1	-1	1	14	4	-7	-22	-3	-6	CC1(C)Cc2nc3nc(SCC(=O)Nc4ccccc4)nc(N)c3cc2CO1
-13	11	6	-4	-7	1	4	4	9	5	COc1ccccc1N1CCN(S(=O)(=O)c2c(C)ccc3nsnc23)CC1
-9	2	3	0	-17	-3	-2	-6	2	-7	COc1ccccc1/C=N/N1CCN(Cc2ccccc2Cl)CC1
9	8	1	5	3	2	-2	-3	2	-6	O=C(COC(=O)c1ccccc1SCC(=O)N1CCCC1)NCc1ccccc1
-3	4	0	-2	10	-10	-2	-11	13	2	NC(=O)c1ccccc1-c1nc(-c2ccccc2)no1
7	-3	2	-9	0	2	-4	-4	7	2	CN1CCN(C(=O)OC2CC3CC2[C@H]2CCCCN2C3=O)CC1 (stereo partly drawn)
7	-7	-2	-1	-4	13	2	0	5	0	CCN(Cc1ccc(C#CCCO)cc1)CC1CCCN(CCc2cccc(F)c2)C1 (stereo not drawn)
-5	-1	1	-4	17	-7	-4	-6	-8	-9	CC(C)OP(=O)(OC(C)C)C(NC(=O)c1ccccc1Br)C(N)=O (stereo not drawn)
-4	-1	1	9	-9	-9	0	2	-2	0	Cc1nn(-c2ccccc2)c(C)c1NC(=O)COC(=O)C1CC(=O)N(CCc2ccccc2)C1 (stereo not drawn)
-10	3	0	17	-2	1	0	-4	0	-7	CC(C)CN1CC(=O)N2C(c3ccccc3)c3[nH]c4ccccc4c3C[C@H]2C1=O (stereo partly drawn)
-3	-3	-101	-5	-5	-5	-10	-35	1	-152	COc1cc2c(cc1OC)CN(CC(=O)Nc1ccc(S(=O)(=O)N3CCCC3)cc1)CC2
-4	0	-12	-7	-2	-2	3	7	-1	-27	Cc1cccc(N2C(=O)C(O)=C(C(=O)c3cccs3)C2c2cccc(Oc3ccccc3)c2)n1 (stereo not drawn)
4	-2	-1	3	-6	10	-1	0	-2	0	CC(C)Cn1c2c(c(O)c(C(=O)Nn3c(Cc4ccccc4)nc4ccccc4c3=O)c1=O)CCCC2
-10	4	1	1	3	-13	11*	16	-35	-1	O=C(Nc1ccc2c(c1)OCCO2)C(c1ccnc2ccccc12)N1CCN(c2ccc(C(F)(F)F)cn2)CC1 (stereo not drawn)
-9	-2	-16	11	17	-3	8	10	5	-19	C/C(=N\Nc1nc2ccccc2s1)c1ccc(Br)s1
5	4	2	11	7	-3	-3	-4	-11	2	COc1oc(-c2ccc(Cl)cc2)nc1C(F)(F)F
-4	-5	0	-3	2	-2	2	9	-1	-9	Cc1cc(C)cc(OC(C)C(=O)Nc2ccccc2C(=O)NCc2cccnc2)c1 (stereo not drawn)
-9	-12	1	2	-9	-2	3	0	-3	-3	COC(=O)C1(C(=O)OC)C[C@H](/C=C/c2ccccc2)N(Cc2ccccc2OC)[C@@H]1c1ccc(F)cc1
-3	-4	-4	-16	4	-3	3	12	-5	-1	Cc1[nH]n(-c2ccccc2)c(=O)c1C=Nc1cccc2cccnc12
6	1	4	-1	-8	1	2	7	-4	-2	COc1ccc(C(O)c2ncc(-c3ccc(Cl)cc3)[nH]2)cc1 (stereo not drawn)
-3	-5	-16	1	22	-4	-44	-145	-9	-38	Cc1cc(=O)oc2cc(OCC(=O)OCC(=O)Nc3ccccc3Br)ccc12
13	-1	-1	-3	-11	-1	-3	-9	0	2	CN(Cc1ccc(CNC[C@H]2O[C@@H](n3cnc4c(N)ncnc43)[C@H](O)[C@@H]2O)o1)S(C)(=O)=O
5	2	-1	13	6	4	-2	0	-4	-2	O=C(CN1CCC(NC(=O)c2ccco2)CC1)Nc1ccccc1C(F)(F)F
-9	1	4	3	5	0	-5	0	-5	2	O=C(COC(=O)c1ccc(CO)cc1)Nc1ccc(OC(F)F)cc1
1	2	-5	6	2	-3	-1	-1	-9	1	CC(C)NC(=O)C1CCN(C2CCN(Cc3cn[nH]c3-c3ccccc3)CC2)CC1
8	9	0	7	-3	-1	-4	-3	-1	0	Cc1ccc(C(=O)N/C(=C/c2ccccc2)C(=O)NC(Cc2ccccc2)C(=O)O)cc1 (stereo not drawn)
-2	-2	5	16	1	4	0	-12	-1	-1	COc1ccc(NC(=O)CSc2nnc(CNC(=O)c3ccco3)o2)cc1
4	-4	-2	6	13	-7	-4	-10	1	-3	Cc1ccnc2c(N3C(=O)C4C5C=CC(C5)C4C3=O)cccc12 (stereo not drawn)
-5	0	2	-8	7	1	1	-17	3	-10	CCCCN(C(=O)CCCc1nc2ccccc2c(=O)[nH]1)c1c(N)n(CC(C)C)c(=O)[nH]c1=O
10	4	0	5	11	-9	-3	-4	-3	1	O=c1ccccn1CCOc1ccccc1Cl
-3	-8	-13	4	5	0	-2	0	-2	-11	CCOc1ccc(S(=O)(=O)NCCC(=O)OCC(=O)NC(=O)c2cccn2C)cc1
-7	-3	2	1	4	-4	-1	-1	3	-4	COc1cccc2cc(C(C)N(CCCN3CCOCC3)C(=S)Nc3cccc(C)c3)oc12 (stereo not drawn)
-11	-5	2	-12	-15	1	8	7	3	12*	CC(=O)c1ccc(N2CCN(C(=O)c3ccc(Br)cc3)CC2)c(F)c1
16	1	0	1	4	-5	-3	3	0	-1	Cc1csc(SCC(=O)Nc2ccccn2)n1
2	9	-1	-13	-5	-1	-5	-1	-1	2	Cc1ccccc1OCC(=O)NC(Cc1c[nH]c2ccccc12)C(=O)O (stereo not drawn)
4	6	0	8	1	-9	-6	-2	1	3	CC1=C(n2ccnc2)CCC1=O
2	2	0	0	-2	-3	-2	2	-8	0	O=C(Cn1nc(Cc2cccnc2)c2ccccc2c1=O)NCc1ccc(F)cc1
-9	-9	2	6	18	-2	-2	0	11	-2	O=C(N=C1SC2CS(=O)(=O)CC2N1c1ccc(Cl)cc1)C1CCCO1 (stereo not drawn)
3	2	1	4	2	-10	-6	3	0	-6	CCCC(=O)O/N=C(\c1ccccc1)c1ccncc1
-4	3	3	1	-10	5	-7	-9	6	-9	O=C(Nc1ccnn1C1CCN(Cc2ccc(OC(F)F)cc2)CC1)C1CCCC1
